# B2AR arrestin = beta2AR (human) beta-arrestin recruitment activity; Potency, µM (titrated, usually from 46.1 µM), inactives show at the top dose activation, usual class: activators; beta-arrestin recruitment to beta2AR, cell-based reporter; actives 0.02% (n = 330,000); P07550;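 also: potency is read from the fitted curve at half-maximal effect; 0% = DMSO controls and full agonism = EC100 isoproterenol or metaproterenol; nearly all actives have a fitted effect of over 65% in size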
# Target sequence (P07550 whole entry, looked up): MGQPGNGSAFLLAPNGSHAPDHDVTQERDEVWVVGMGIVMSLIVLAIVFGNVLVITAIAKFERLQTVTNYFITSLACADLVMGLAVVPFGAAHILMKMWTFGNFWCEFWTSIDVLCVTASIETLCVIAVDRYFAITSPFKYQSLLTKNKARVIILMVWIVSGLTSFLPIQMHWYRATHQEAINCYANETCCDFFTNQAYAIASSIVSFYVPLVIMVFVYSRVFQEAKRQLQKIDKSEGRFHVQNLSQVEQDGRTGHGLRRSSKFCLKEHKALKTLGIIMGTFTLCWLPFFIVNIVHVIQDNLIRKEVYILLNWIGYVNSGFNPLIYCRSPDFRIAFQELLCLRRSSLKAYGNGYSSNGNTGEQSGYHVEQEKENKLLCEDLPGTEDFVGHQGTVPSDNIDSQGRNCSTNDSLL
# Chronic BCR inh = inhibitors of chronic active B-cell receptor signaling. ABC-DLBCL IkBa-CBG/CBR reporter, luminescence ratio, 4 h. Potency, µM (doses to about 46.1 µM), for the others: at the top dose ratio change, negative = lower green/red ratio, actives largely listed as inhibitors. actives 0.05% (n = 340,000). AID 493014; active = well fitted inhibition curve with a large enough effect in the signal ratio, with a control signal flat, not every such curve was filed as active; inconclusive = small, poorly fitted or top-dose-only effect, or effect the other way, or a change in a side signal; the % refers to the signal ratio;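 also: potency is read from the fitted curve at half-maximal effect; plate controls were basal doxycycline-induced cells for no effect and cells given 10 µM MG132 for full effect; MG132 reads +100%, hits lower the ratio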
#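 Concentration-response series (up to 46 uM) were applied to TMD8 dual-reporter cells for 4 h at 37C with doxycycline. Green/red ratio, after filter-overlap correction, defined %Activity; red signal alone was normalised to basal cells and zero luminescence.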
# Tb PFK inh = blocks T. brucei phosphofructokinase | O15648 | T. brucei PFK, ADP-Glo luminescence | Potency, µM (series often up to 57.5 µM), inactives show at the top dose activity, negative = inhibition, usual class: inhibitors | actives 0.17% (n = 330,000);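 also: potency is read from the fitted curve at half-maximal effect; 0% = uninhibited 1x PFK enzyme wells and -100% = no-enzyme wells; nearly all actives have a fitted effect of over 60% in size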
#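 Luminescent ADP detection (ADP-Glo, two-step: ATP depletion then ADP-to-ATP conversion for luciferase) reported PFK activity after 45 min room-temperature reaction of 1.25 nM enzyme with 0.5 mM F6P and 0.1 mM ATP at pH 8.0.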
# GALK inhibitor = inhibitors of human galactokinase. Purified GALK, Kinase-Glo residual ATP luminescence. Potency, µM (titrated, usually from 57.5 µM), without a hit: top-dose activity change, negative = inhibition, usual class: inhibitors. actives 0.007% (n = 270,000); also: potency is read from the fitted curve at half-maximal effect; % is scaled to controls: 0 for no effect and ±100 for the full control effect
#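 Human GALK (5 nM) with 35 uM ATP and 100 uM galactose in 20 mM HEPES pH 8.0, 5 mM MgCl2, 60 mM NaCl, 1 mM DTT, 0.01% BSA. After 1 h at room temperature, leftover ATP was read by Kinase-Glo Plus luminescence.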
# Integrin act MD = integrin-mediated muscular dystrophy alleviation activation; alpha7betagal myoblasts, beta-gal FDG fluorescence, 48 h; Potency, µM (top dose mostly 38.3 µM), without a hit: at the highest dose activation, most hits filed as activators; actives 0.064% (n = 350,000); AID 624291;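 also: potency is read from the fitted curve at half-maximal effect; 100% = response of the positive control SU9516; nearly all actives have a fitted effect of over 60% in size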
#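 alpha7betagal+/- myoblasts (passage 13, 250/well) treated 48 h at 37C with compounds at 1:260 dilution of DMSO stock. Lysed, then beta-galactosidase activity read as FDG fluorescence (ex 480/em 540) after 30 min, with pre-read for autofluorescence.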
# Giardia killer = Giardia lamblia killing; Giardia lamblia trophozoite viability; activity change, % at 7.66 µM, hits read low; actives 0.15% (n = 340,000); in the data active = activity change below about -80%; inconclusive = between about -30% and that limit;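 also: parasites exposed to compound for two days anaerobically before the ATP read; % is scaled to controls: 0 for no effect and ±100 for the full control effect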
#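 Each well holds 100 Giardia trophozoites and compound. After two days (48 hrs) at 37 deg C in anaerobic conditions, ATP is quantified by luminescence.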
# Coupling enz = counter-screen for Giardia aldolase inhibitors: coupling enzyme system | coupling enzyme system counterscreen, AmpLite Red fluorescence | actives 0.67% (n = 290,000) | AID 2472 | activity change, negative = inhibition, % at 58.2 µM, hits read low; in the data active = activity change below about -30%; also: % is scaled to controls: 0 for no effect and ±100 for the full control effect
#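 Final compound at 57.5 uM, incubated 10 min at RT with coupling enzyme reagent (glyceraldehyde-3-phosphate), then 20 min with substrate and AmpLite Red detection. Fluorescence read at 525/598 nm; tests interference with the coupling assay, not aldolase inhibition.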
# TSG101-PTAP inh = blocks PTAP/TSG101 interaction to inhibit HIV-1 budding | Potency, µM (highest dose often 115 µM), without a hit: at the highest dose activity change, negative = inhibition, hits mostly inhibitors | Q99816 | 340,000 tested, under 10 active | Fluorescence polarization, FITC-PTAP peptide / Tsg101 binding; active = well fitted inhibition curve with a large enough effect in the main read-out, with a control signal flat, not every such curve was filed as active; inconclusive = small, poorly fitted or top-dose-only effect, or effect the other way, or a change in a side signal; inactive = no such curve, though single readings can be large or run the other way; also: potency is read from the fitted curve at half-maximal effect; % of control where 0% means no effect
#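 Compounds were pin-transferred onto Tsg101 binding domain (10 uM final) in HEPES pH 7.5 buffer, then FITC-PTAP peptide was added at 50 nM final. After 20 min at RT, polarization reported peptide displacement across a qHTS concentration series.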
# ASM inhibitor = blocks human secretory acid sphingomyelinase; Potency, µM (top dose mostly 57.5 µM), for inactives: at the highest dose activity change, negative = inhibition, actives largely listed as inhibitors; actives 0.006% (n = 340,000); P17405; placental ASM, HMU-PC fluorogenic substrate, 60 min; also: potency is read from the fitted curve at half-maximal effect
# Target sequence (P17405 47-631 limits assumed): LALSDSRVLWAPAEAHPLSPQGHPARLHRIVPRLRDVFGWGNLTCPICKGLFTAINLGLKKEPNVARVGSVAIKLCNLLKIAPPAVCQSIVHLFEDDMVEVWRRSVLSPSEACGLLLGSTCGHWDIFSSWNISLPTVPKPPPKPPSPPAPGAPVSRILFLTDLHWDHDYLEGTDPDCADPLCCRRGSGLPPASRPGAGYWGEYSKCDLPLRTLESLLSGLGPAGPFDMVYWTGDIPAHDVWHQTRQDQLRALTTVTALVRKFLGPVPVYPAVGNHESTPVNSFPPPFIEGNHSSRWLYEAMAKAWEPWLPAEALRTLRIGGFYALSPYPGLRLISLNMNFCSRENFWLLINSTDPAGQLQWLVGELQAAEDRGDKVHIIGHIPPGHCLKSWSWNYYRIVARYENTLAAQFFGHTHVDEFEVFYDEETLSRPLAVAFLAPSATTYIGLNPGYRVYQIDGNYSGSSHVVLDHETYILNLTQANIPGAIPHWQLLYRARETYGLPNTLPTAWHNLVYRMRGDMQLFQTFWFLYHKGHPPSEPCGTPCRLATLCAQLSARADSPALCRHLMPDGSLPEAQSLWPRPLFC
#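 Fluorogenic HMU-PC substrate (9 uM final) is turned over by placental ASM in 60 min at 37 C after a 10 min compound preincubation. Reaction ended by alkaline stop (pH 10), with fluorescence read at 386/447 nm.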
# PKM2 act = activators of human pyruvate kinase M2; purified PKM2, Kinase-Glo ATP luminescence, activation; response scale: 0% is enzyme alone, no compound; actives 0.34% (n = 260,000); Potency, µM (top dose mostly 57.5 µM), for the others: top-dose activation, actives largely listed as activators; also: potency is read from the fitted curve at half-maximal effect; % is scaled to controls: 0 for no effect and ±100 for the full control effect; nearly all actives have a fitted effect of over 55% in size
#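 ATP formation by purified human PK-M2, quantified via coupled luciferase luminescence after 1 h at room temperature with 0.1 mM ADP and 0.5 mM PEP final.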
# Menin-MLL TR inh = displaces Texas Red mutant MLL peptide from human menin | O00255 | Menin + Texas Red MLL mutant peptide, fluorescence polarization | Potency, µM (titrated, usually from 61.6 µM), inactives show at the highest dose FP activity change, negative = inhibition, actives largely listed as inhibitors | actives 0.23% (n = 270,000) | AID 1768; active = well fitted inhibition curve with a large enough effect in the polarisation, with a control signal flat, not every such curve was filed as active; inconclusive = small, poorly fitted or top-dose-only effect, or effect the other way, or a change in a side signal; inactive = no such curve, though single readings can be large or run the other way; the % refers to the polarisation; also: potency is read from the fitted curve at half-maximal effect; % of control where 0% means no effect; many of its hits are not listed in these tables
# Active calls of the source: *; ? = inconclusive; . = not tested or not shown; & = joins results of further samples; [ ] = dose if it differs, or a comment. Unless noted, calls follow the shape of the dose curve; as a rule, active = well fitted curve in the direction sought with a large enough effect; inconclusive = small, poorly fitted or top-dose-only effect, or another doubt; inactive = no such curve, though single readings can be large; an effect the other way counts as inactive or inconclusive. Not all compounds are listed; rates above refer to the full screens.
# The line under a structure holds: Coupling enz	Chronic BCR inh	Integrin act MD	Giardia killer	B2AR arrestin	Menin-MLL TR inh	Tb PFK inh	PKM2 act	TSG101-PTAP inh	ASM inhibitor	GALK inhibitor
[1] COc1ccc(C2N=C(N)N=C(N)N2c2ccccc2)cc1OC (stereo not drawn)
    1	1%	7%	-8	-0.4%	10%	0%	-5%	-6%	-3%	7%
[2] Cc1ccc(NC(=O)Nn2cnnc2)cc1
    0	-2%	?	-11	0.3%	2%	-1%	1%	-4%	10%	-1%
[3] O=C(NCc1ccco1)C1CCCN1C(=O)Nc1ccc(Br)cc1 (stereo not drawn)
    1	0%	16%	-14	0.5%	18%	2%	1%	-6%	2%	1%
[4] O=C(NC(N1CCCCCC1)C(Cl)(Cl)Cl)c1ccccc1Cl (stereo not drawn)
    5	-6%	13%	-10	-0.4%	8%	1%	-1%	-1%	4%	1%
[5] Cc1cccc(C(=O)NNS(=O)(=O)c2ccc(F)cc2)c1O
    1	6%	-13%	13	0.0%	-10%	1%	4%	-1%	-1%	0%
[6] CCOc1ccc(C(=O)Nn2cnnc2)cc1
    5	0%	-8%	-7	-1.0%	3%	2%	-4%	-9%	3%	0%
[7] CC(C)(C)c1ccc(/C=N/Nc2nncn2N)cc1
    0	?	-32%	22	-0.1%	1%	-2%	1%	-2%	2%	-2%
[8] CCc1ccc(OCC(=O)Nc2cc(S(=O)(=O)CC)ccc2O)cc1
    6	3%	16%	-25	-0.1%	20%	4%	2%	-2%	-1%	0%
[9] CN1C(=O)C2(OCCCO2)c2ccccc21
    0	2%	14%	18	-1.0%	5%	-5%	0%	-3%	5%	5%
[10] Cn1c(=O)c2c(nc(N3CCOCC3)n2CCc2ccccc2)n(C)c1=O
    4	-5%	-25%	32[activator]	0.5%	-24%	-5%	3%	-11%	-2%	2%

# Some of the entries so far, screen by screen:
2) Cc1ccc(NC(=O)Nn2cnnc2)cc1
3) O=C(NCc1ccco1)C1CCCN1C(=O)Nc1ccc(Br)cc1 (stereo not drawn)
4) O=C(NC(N1CCCCCC1)C(Cl)(Cl)Cl)c1ccccc1Cl (stereo not drawn)
5) Cc1cccc(C(=O)NNS(=O)(=O)c2ccc(F)cc2)c1O
6) CCOc1ccc(C(=O)Nn2cnnc2)cc1
7) CC(C)(C)c1ccc(/C=N/Nc2nncn2N)cc1
8) CCc1ccc(OCC(=O)Nc2cc(S(=O)(=O)CC)ccc2O)cc1
entry no.	2	3	4	5	6	7	8
Coupling enz	0	1	5	1	5	0	6
Chronic BCR inh	-2%	0%	-6%	6%	0%	?	3%
Integrin act MD	?	16%	13%	-13%	-8%	-32%	16%
Giardia killer	-11	-14	-10	13	-7	22	-25
B2AR arrestin	0.3%	0.5%	-0.4%	0.0%	-1.0%	-0.1%	-0.1%
Menin-MLL TR inh	2%	18%	8%	-10%	3%	1%	20%
Tb PFK inh	-1%	2%	1%	1%	2%	-2%	4%
PKM2 act	1%	1%	-1%	4%	-4%	1%	2%
TSG101-PTAP inh	-4%	-6%	-1%	-1%	-9%	-2%	-2%
ASM inhibitor	10%	2%	4%	-1%	3%	2%	-1%
GALK inhibitor	-1%	1%	1%	0%	0%	-2%	0%

9) CN1C(=O)C2(OCCCO2)c2ccccc21
10) Cn1c(=O)c2c(nc(N3CCOCC3)n2CCc2ccccc2)n(C)c1=O
entry no.	9	10
Coupling enz	0	4
Chronic BCR inh	2%	-5%
Integrin act MD	14%	-25%
Giardia killer	18	32[activator]
B2AR arrestin	-1.0%	0.5%
Menin-MLL TR inh	5%	-24%
Tb PFK inh	-5%	-5%
PKM2 act	0%	3%
TSG101-PTAP inh	-3%	-11%
ASM inhibitor	5%	-2%
GALK inhibitor	5%	2%

# (listing goes on)
# The line under a structure holds: Coupling enz	Chronic BCR inh	Integrin act MD	Giardia killer	B2AR arrestin	Menin-MLL TR inh	Tb PFK inh	PKM2 act	TSG101-PTAP inh	ASM inhibitor	GALK inhibitor
[11] CCOC(=O)c1cc(-c2ccccc2)nn1Cc1cc(C)no1
    .	-14%	-13%	-6	-0.4%	.	0%	.	0%	-4%	.
[12] Fc1c(F)c(F)c(N/N=C/c2c[nH]c3ccccc23)c(F)c1F
    3	?	0%	14	-0.6%	?	-5%	6%	-6%	-10%	-4%
[13] CCOC(=O)c1ccc(NC(=S)NC(=O)COc2ccccc2)cc1
    0	?	-1%	1	-0.5%	4%	-1%	7%	-2%	-7%	2%
[14] CCN1CCN(c2ccc(NC(=O)c3ccco3)cc2Cl)CC1
    2	-13%	-16%	11	-0.1%	?	4%	6%	-5%	2%	5%
[15] O=C(OCn1nnc2ccccc2c1=O)C1COc2ccccc2O1 (stereo not drawn)
    2	?	?	6	0.1%	9%	-8%	1%	1%	2%	2%
[16] O=C(/C=C/c1ccc(Br)o1)OCc1ccccc1
    0	-2%	4%	-10	5.2%	.	-3%	0%	-4%	-5%	-3%
[17] CCc1noc(C)c1C(=O)Nc1nc2ccc(F)cc2s1
    .	-3%	7%	12	-0.1%	.	0%	.	-3%	-4%	.
[18] CC(C)Oc1cccc(C(=O)NC(=S)Nc2cccnc2)c1
    3	?	10%	10	-0.4%	?	4%	4%	-7%	-2%	1%
[19] COc1ccc(N2C(=O)[C@@H]3Cc4ccccc4CN3C2=O)cc1
    2	?	28%	33[activator]	0.5%	0%	-7%	-7%	-1%	-2%	8%
[20] C[C@@H]1CC[C@H](O)/C=C/C(=O)O[C@H](C)CC[C@H](O)/C=C/C(=O)O1
    1	-5%	-28%	13	0.5%	.	2%	-10%	-3%	1%	-4%
[21] CN(Cc1cnn(-c2ccc(F)cc2)c1)Cc1nc(Cc2ccccc2)no1
    -6	?	-5%	12	-0.1%	-19%	-3%	-4%	-1%	1%	7%
[22] CCN(CC)C(=O)c1cccc(NC(=O)c2cc(-c3ccccn3)nc3ccccc23)c1
    .	-3%	6%	11	-0.1%	.	8%	.	-1%	-2%	.
[23] COc1ccccc1-c1cc(C(F)(F)F)nc(N2CCN(c3ccc(F)cc3)CC2)n1
    -8	0%	6%	-4	-2.0%	14%	15%	-15%	-1%	-3%	0%
[24] Cc1cccc(C)c1NC(=O)CNC(=O)C1COc2ccccc2O1 (stereo not drawn)
    .	2%	-16%	-15	0.3%	.	1%	.	-5%	6%	.
[25] COc1cc2c(cc1NC(=S)Nc1cccc(C(F)(F)F)c1)oc1ccccc12
    -4	2%	-21%	-9	-0.2%	?	3%	-3%	-1%	-15%	-3%
[26] COCCN(Cc1cc2ccc(C)cc2[nH]c1=O)S(=O)(=O)c1ccccc1
    0	.	-34%	-8	0.8%	-12%	-5%	.	-1%	7%	0%
[27] CCC1(C)Cc2ccccc2-c2nc3n(c(=O)c21)CCS3 (stereo not drawn)
    -1	2%	9%	-24	-0.6%	3%	4%	-8%	-1%	-4%	-3%
[28] CN1C[C@@H]2C(c3ccc(C(F)(F)F)cc3)C3(c4ccccc4)CC2(C3)[C@H]1c1ccccc1 (stereo partly drawn)
    -3&2	1%	-12%	-4	-0.6%	-1%	-1%	-5%&10%	-2%	-17%	0%
[29] CCNC(=S)N/N=C(\C)c1ccc2c(c1)OCCO2
    -1	?	-21%	22	1.6%	-2%	4%	3%	-2%	-1%	2%
[30] Cc1ccc(S(=O)(=O)N2CCCC(C(=O)NCCC3=CCCCC3)C2)cc1 (stereo not drawn)
    2	8%	-7%	1	-0.1%	-6%	4%	-1%	-4%	-1%	-2%
[31] Cc1ccccc1-n1c(=S)[nH]c2nc3c(cc2c1=O)CCCC3
    1	3%	-7%	-13	0.4%	-10%	0%	-6%	1%	-2%	-1%
[32] CC(=O)c1cccc(N(C(=O)c2ccccn2)C(C(=O)NC2CCCCC2)c2cccs2)c1 (stereo not drawn)
    1	1%	-2%	13	0.1%	2%	-1%	-7%	-2%	0%	-4%
[33] CN(Cc1cccs1)C(=O)CSc1nc(N)cc(N)n1
    1	-11%	-26%	-2	0.1%	0%	1%	-2%	-1%	-2%	9%
[34] CC(=O)Nc1ccc(OCCOc2ccc(NC(C)=O)cc2)cc1
    3	-4%	?	-5	0.4%	2%	2%	.	1%	3%	-1%

# Screens (PubChem)
